Screening results (PubChem)
APE1 inh: inhibitors of human APE1 endonuclease; hit rate 0.35% among 350,000; P27695; AID 2517; recombinant APE1, TAMRA/BHQ-2 abasic DNA cleavage fluorescence; Potency, µM (series often up to 65.8 µM), for the others: top-dose activity change, negative = inhibition, usual class: inhibitors;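 note: plate controls were vehicle for no effect and reference inhibitor for full effect; nearly all actives have a fitted effect of over 55% in size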
Target sequence (P27695 whole entry, looked up): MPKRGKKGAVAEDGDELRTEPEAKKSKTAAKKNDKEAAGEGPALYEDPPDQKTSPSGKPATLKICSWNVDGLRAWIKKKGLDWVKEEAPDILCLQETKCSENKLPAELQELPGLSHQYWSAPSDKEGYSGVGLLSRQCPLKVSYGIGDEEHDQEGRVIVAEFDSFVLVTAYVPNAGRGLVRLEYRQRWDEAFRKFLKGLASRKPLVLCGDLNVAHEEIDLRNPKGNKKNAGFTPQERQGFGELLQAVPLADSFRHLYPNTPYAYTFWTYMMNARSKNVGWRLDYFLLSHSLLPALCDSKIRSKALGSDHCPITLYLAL
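Kinetic fluorescence read (525 ex/598 em nm, three reads 60 s apart) of AP-site incision; signal = third minus first read. Enzyme 0.75 nM, dual-labelled THF duplex 50 nM, compound preincubation 15 min RT.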
G9a block: G9a (human) methyltransferase inhibition. G9a H3K9 monomethylation, AlphaScreen, 2 h. hit rate 8.8% among 350,000. Q96KQ7. Potency, µM (top dose mostly 102 µM), inactives show top-dose activity, negative = inhibition, hits mostly inhibitors; note: % is set by controls: 0 for no effect and ±100 for the full control effect; nearly all actives have a fitted effect of over 75% in size
Target sequence (Q96KQ7 913-1193 limits assumed): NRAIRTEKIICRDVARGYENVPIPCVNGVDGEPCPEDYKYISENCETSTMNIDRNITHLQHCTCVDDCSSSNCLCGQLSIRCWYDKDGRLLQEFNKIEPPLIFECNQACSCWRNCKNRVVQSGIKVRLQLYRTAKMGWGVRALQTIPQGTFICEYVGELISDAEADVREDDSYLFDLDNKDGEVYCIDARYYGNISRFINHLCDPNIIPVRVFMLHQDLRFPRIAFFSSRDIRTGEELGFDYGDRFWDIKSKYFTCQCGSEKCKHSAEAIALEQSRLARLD
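Step 1: enzyme (final 20 nM) with compound, 15 min RT. Step 2: substrate peptide 500 nM and SAM 20 uM, 2 h RT. Step 3: anti-H3K9me1 antibody and AlphaScreen beads, 10 min, then plate read.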
Apoferritin bind: candidate novel general anesthetic via apoferritin binding; P02791; apoferritin/1-aminoanthracene competitive binding, fluorescence; Potency, µM (series often up to 77.5 µM), without a hit: top-dose activity change, negative = displacement, usual class: inhibitors; hit rate 0.074% among 350,000; AID 485281; note: % is set by controls: 0 for no effect and ±100 for the full control effect; nearly all actives have a fitted effect of over 20% in size
Target sequence (P02791 2-175 limits assumed): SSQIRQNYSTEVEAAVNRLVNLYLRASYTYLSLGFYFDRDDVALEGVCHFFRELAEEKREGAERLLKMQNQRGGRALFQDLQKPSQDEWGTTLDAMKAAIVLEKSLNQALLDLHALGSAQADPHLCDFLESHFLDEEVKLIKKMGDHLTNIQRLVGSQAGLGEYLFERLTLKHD
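Concentration-response curves derived by four-parameter Hill fitting of normalized fluorescence, where compounds displaced 1-AMA from 10 uM horse apoferritin following a brief 10 min room-temperature incubation; propofol titration acted as positive control.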
POLB inh: blocks human DNA polymerase beta activity. P06746. Pol beta primer extension/strand displacement, fluorescence kinetic. Potency, µM (series often up to 114 µM), inactives show top-dose activity change, negative = inhibition, actives largely listed as inhibitors. hit rate 1.3% among 340,000. AID 485314; note: % is set by controls: 0 for no effect and ±100 for the full control effect
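Human Pol beta at 10 nM; strand-displacement substrate 50 nM final. Compound exposure 15 min at room temperature before start, reaction 10 min at room temperature.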
Pol iota inh: DNA polymerase iota (human) inhibition. Q9UNA4. Pol iota fluorescent replication assay, 10 min. Potency, µM (series often up to 115 µM), without a hit: at the highest dose activity, negative = inhibition, hits mostly inhibitors. hit rate 1% among 390,000
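Fluorescent replication assay read twice, at 0 min and 10 min after adding 50 nM (final) substrate. Enzyme (10 nM) and compounds were first incubated 15 min at room temperature; enzyme-free buffer wells were negative controls.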
BAZ2B inh: blocks human BAZ2B | AID 504333 | Q9UIF8 | hit rate 4.4% among 360,000 | AlphaScreen BAZ2B-H3K14Ac peptide displacement | Potency, µM (top dose mostly 114 µM), inactives show top-dose activity change, negative = inhibition, most hits filed as inhibitors; note: % is set by controls: 0 for no effect and ±100 for the full control effect; nearly all actives have a fitted effect of over 60% in size
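Complex of BAZ2B and biotin-H3K14Ac (50 nM apiece) forms over 30 min at RT, then faces library compounds up to 110 uM for another 30 min; AlphaScreen beads added, 20 min dark incubation, luminescence read.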
BLM helicase inh: blocks DNA unwinding by human BLM helicase; P54132; recombinant BLM DNA unwinding, fluorescence dequenching; Potency, µM (doses to about 56.1 µM), for inactives: at the highest dose activity change, negative = inhibition, hits mostly inhibitors; hit rate 0.2% among 350,000; AID 2528;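 note: plate controls were vehicle for no effect and no enzyme for full effect; nearly all actives have a fitted effect of over 35% in size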
POLH inh: blocks human DNA polymerase eta activity. AID 588591. hit rate 1.2% among 390,000. recombinant Pol eta, fluorescent DNA replication assay. Potency, µM (doses to about 114 µM), for the others: at the top dose activity change, negative = inhibition, usual class: inhibitors; note: % is set by controls: 0 for no effect and ±100 for the full control effect
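Pol eta at 10 nM preincubated with compounds 15 min at room temperature; reaction started with fluorescent substrate (50 nM final) and read kinetically at 0 and 10 min.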
POLK inh: DNA polymerase kappa (human) inhibition; Q9UBT6; purified Pol kappa, fluorescent DNA synthesis assay, 10 min; Potency, µM (doses to about 107 µM), for the others: at the highest dose activity, negative = inhibition, actives largely listed as inhibitors; hit rate 0.53% among 400,000; AID 588579; note: % is set by controls: 0 for no effect and ±100 for the full control effect
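Fluorescent qHTS in 1536-well format: enzyme (10 nM) and compound sat 15 min at room temperature before 50 nM substrate (final) was added. Signal taken at 0 and 10 min; no-enzyme buffer wells were negative controls.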
Numbers without * were called inactive; ? = inconclusive; nt = not tested or not shown; [ ] = another dose, or the depositor's remark. Calls come from the whole dose curve; as a rule, active = well fitted curve in the direction sought with a large enough effect; inconclusive = small, poorly fitted or top-dose-only effect, or another doubt; inactive = no such curve, though single readings can be large; an effect the other way counts as inactive or inconclusive. Potency is the fitted concentration of half-maximal effect.

SMILES	APE1 inh	G9a block	Apoferritin bind	POLB inh	Pol iota inh	BAZ2B inh	BLM helicase inh	POLH inh	POLK inh
O=C(O)/C=C/C(=O)NCC1CCC(CNC(=O)/C=C/C(=O)O)CC1 (configuration not stated)	3%	?	-7%	1%	14%	1%	0%	-9%	3%
CC(=O)Nc1ccc(C(=O)COC(=O)c2ccco2)c(F)c1	36%[activator]	-10%[12.7 µM]	nt	nt	15%	-12%	nt	-3%	4%
C=CCn1c(CCCNC(=O)C(C)(C)C)nc2ccccc21	-2%	-11%	-4%	-3%	43%[activator]	13%	0%	-22%	-2%
COc1ccccc1NC(=O)C(C)OC(=O)C1CCC(C(C)(C)C)CC1 (configuration not stated)	-19%	65%[activator]	nt	nt	18%	45%[activator]	nt	-11%	-15%
CCOC(=O)c1ccc(NC(=O)CC(=O)Nc2ccc3nc4n(c(=O)c3c2)CCCCC4)cc1	nt	-27%[59 µM]	-7%	-7%	-30%	-5%	-17%	-17%	-11%
OCCN1CCN(C(c2ccccc2Cl)c2sc3nc(-c4ccco4)nn3c2O)CC1 (configuration not stated)	nt	?	3%	24%	?	-4%	1%	0%	-9%[60.1 µM]
CC(=O)Nc1ccc(NC(=O)CCc2nc3cccnc3n2Cc2cccs2)cc1	nt	1%[59 µM]	46%[activator]	9%	49%[activator]	1%	-7%	-10%	-23%
CNC(=S)N(CCc1cccc(C)c1)Cc1cc2cc(OC)c(OC)cc2[nH]c1=O	2%	16%[59 µM]	-2%	12%	?	?	-4%	-13%	-5%
Cc1ccc(C)c(C(=O)CCC(=O)N2CCN(c3ncccn3)CC2)c1	3%	-9%	-1%	-1%	21%	-1%	-6%	-29%	-6%
O=C(c1ccccc1)N1CCN(Cc2c[nH]c3ccccc23)CC1	0%	3%[59 µM]	-7%	-1%	?	2%	1%	2%	-1%
N#Cc1ccc(Oc2ccc(S(=O)(=O)N3CCCCC3)cn2)cc1	3%	-3%	nt	nt	3%	2%	nt	-5%	-15%
CN1CCN(C(=O)CCN2C(=O)/C(=C/c3ccccc3Cl)SC2=S)CC1	14%	-4%[0.501 µM]	-17%	?	54%[activator]	?	3%	-16%	-21%
CC(C)N1C(=O)N(c2cccc(Cl)c2)C(C)(O)CC1(C)C (configuration not stated)	-8%	-2%	?	47%	?	-5%	-12%	-9%	-2%
Cc1ncc([N+](=O)[O-])n1Cc1ccc(Cl)cc1	-1%	4%	-13%	3%	15%	-1%	-2%	31%[activator]	3%
Cc1oc(C(=O)Nc2ccc(C(=O)O)cc2)cc1COc1ccccc1	-2%	-22%[59 µM]	-18%	2%	-5%	5%	-5%	-11%	-10%
Cn1cccc1-c1cc(C(=O)N/N=C/c2ccc([N+](=O)[O-])cc2)[nH]n1	-10%	1%	-5%	11%	20%	-22%	-4%	3%	-7%
CCC(=O)N/N=C(\C)CC(=O)Nc1ccc(F)cc1	-9%	23%	-1%	41%	-18%	12%	-3%	-5%	10%
Cc1occc1C(=O)Nc1ccc2c(c1)OCO2	1%	-3%[59 µM]	-10%	-11%	20%	-5%	-2%	-1%	2%
O=C(O)Cn1cnc2scc(-c3ccccc3)c2c1=O	15%	nt	-4%	-25%	29%	-2%	-6%	-13%	7%
O[C@@](CCN1CCCC1)(c1ccccc1)C1CCCCC1	nt	16%[21.5 µM]	6%[29.3 µM]	nt	nt	nt	-8%[21.4 µM]	nt	0%[12 µM]
COc1ccc(NC(=O)C2CCN(c3nc4ccccc4nc3C(F)(F)F)CC2)cc1	nt	-4%[59 µM]	2%	-1%	16%	2%	2%	-25%	0%
COc1ccc(CCN2C(=O)C3C4CC(C5C(C(=O)NN)=NOC45)C3C2=O)cc1OC (configuration not stated)	1%	22%[59 µM]	-20%	20%	18%	9%	-2%	-11%	-2%
CCOc1ccc(NC(=O)CSc2nnc(N)s2)c([N+](=O)[O-])c1	-2%	-41%	-14%	-19%	94%[activator]	-21%	1%	-19%	-5%
Cc1cccc(-n2c(C)nc3cc(C(=O)NCc4ccc5c(c4)OCO5)ccc32)c1	0%	45µM*	4%	1%	17%	?	3%	-15%	-21%
Cc1cc(C)nc(Nc2ncc(O)n2-c2ccc(C)c(Cl)c2)n1	-1%	52%[activator][59 µM]	-3%	2%	-1%	-2%	1%	-18%	8%
Cc1ccccc1NS(=O)(=O)c1ccc(OCC(=O)NCC2CCCO2)cc1 (configuration not stated)	-5%	-6%[12.7 µM]	-1%	23%	33%[activator]	1%	0%	-5%	-7%
Clc1ccccc1-c1nc(NCCN2CCOCC2)c2ccccc2n1	2%	1%[0.501 µM]	nt	nt	nt	nt	-11%	nt	1%[60.1 µM]
O=[N+]([O-])c1nn(-c2ccccc2)[n+]([O-])c1N1CCN(c2ccccc2)CC1	2%	-18%	-7%	11%	100%[activator]	-27%	0%	-11%	-11%
COc1ccc(NC(=O)CCCC(=O)O)cc1Cl	-2%	-4%	-4%	-10%	30%	-7%	1%	-12%	-6%
COc1cccc(-c2ccc3c(N)c(C(=O)c4ccc(F)cc4)sc3n2)c1	nt	2%[59 µM]	-12%	21%	4%	13%	-8%	-9%	6%

Rewritten with values under each structure: entries from further up
Results follow in this order: APE1 inh | G9a block | Apoferritin bind | POLB inh | Pol iota inh | BAZ2B inh | BLM helicase inh | POLH inh | POLK inh
- O=C(O)Cn1cnc2scc(-c3ccccc3)c2c1=O
  15% | nt | -4% | -25% | 29% | -2% | -6% | -13% | 7%
- O[C@@](CCN1CCCC1)(c1ccccc1)C1CCCCC1
  nt | 16%[21.5 µM] | 6%[29.3 µM] | nt | nt | nt | -8%[21.4 µM] | nt | 0%[12 µM]
- COc1ccc(NC(=O)C2CCN(c3nc4ccccc4nc3C(F)(F)F)CC2)cc1
  nt | -4%[59 µM] | 2% | -1% | 16% | 2% | 2% | -25% | 0%

(continued)
SMILES	APE1 inh	G9a block	Apoferritin bind	POLB inh	Pol iota inh	BAZ2B inh	BLM helicase inh	POLH inh	POLK inh
O=c1[nH]c(N2CCc3ccccc3C2)nc2c1CCC2	13%	-9%[59 µM]	3%	3%	50%[activator]	-8%	-1%	-7%	-13%
Cc1nn(C)c(Cl)c1CN1CCC(CO)(CCOc2ccccc2)CC1	6%	4%	-7%	4%	15%	?	2%	0%	-1%
C=CCN(C(=O)CNC(=O)c1ccco1)C(C(=O)NC1CCCC1)c1ccc(OC)cc1 (configuration not stated)	-4%[12.4 µM]	18%[59 µM]	0%	4%	108%[activator]	7%	3%	-23%	-6%
Cc1ccc(C(=O)NC2CCc3ccccc3C2=O)cc1 (configuration not stated)	-2%	-3%	-7%	29%	154%[activator]	0%	1%	-12%	-12%
Cc1ccc(S(=O)(=O)N(Cc2ccccc2)c2ccccc2C(=O)Nc2ccccc2C(=O)NCc2ccco2)cc1	-4%	-36%[59 µM]	4%	?	-6%	-26%	-11%	-8%	-7%[60.1 µM]
CCN(CC)CCOC(=O)c1ccc(NC(=O)Cn2ncc3c([nH]c4ccc(C)cc43)c2=O)cc1	nt	-41%[59 µM]	-1%	-7%	-29%	3%[57.1 µM]	42%[activator]	-22%	-1%
CN(C)c1cccc(C(=O)Nc2nc3ccc(S(=O)(=O)N4CCCC4)cc3s2)c1	nt	?	2%	-2%	-2%	-6%	-2%	-17%	-7%[60.1 µM]
COc1cc(C(=O)NC(C)c2cccc3ccccc23)cc(OC)c1OC (configuration not stated)	18%	18%	0%	4%	15%	-5%	-5%	-6%	6%
O=C(NCCN1CCOCC1)/C(=C/c1ccco1)NC(=O)c1ccccc1	19%	?	-5%	-8%	7%	-30%	-1%	0%	-6%
O=C(O)/C=C1\NC(=O)c2ccccc21	-4%	1%	-4%	13%	-4%	2%	-2%	4%	-10%
CCOc1ncccc1C(=O)N1CCN(C(c2ccccc2)c2ccccc2)CC1	-12%	?	-23%	21%	66%[activator]	-19%	-5%	-20%	-6%
O=C(c1ccc(Cl)c(S(=O)(=O)Nc2ccc(F)cc2)c1)N1CCN(c2ccccn2)CC1	-2%	-7%	-19%	1%	-1%[58.9 µM]	0%[57.1 µM]	-3%	-9%	-6%
O=c1cc(-c2ccc(OCc3ccccc3)cc2)oc2cc(OCc3ccccc3)cc(OCc3ccccc3)c12	4%	nt	nt	nt	?	nt	nt	?	-10%
Cc1ccc([N+](=O)[O-])cc1S(=O)(=O)Nc1ccc(C(=O)NCc2ccccn2)cc1	-22%	29%[0.501 µM]	nt	nt	?	?	nt	?	?
CCOC(=O)c1cnc2c(ccc3ccccc32)c1Nc1ccc(Cl)cc1	nt	1%[59 µM]	0%	22%	11%	-2%	-3%	-7%	5%
S=C(Nc1ccccc1)N1CCN(C/C=C/c2ccccc2)CC1	1%	?	-23%	?	6%	-36%	-5%	-17%	8%
C/C(=N\N=C1\NC(=O)C(CC(=O)Nc2ccc(C)c(Cl)c2)S1)C(C)C (configuration not stated)	4%	30%	-21%	-6%	78%[activator]	-3%	-8%	-14%	-12%
CCOC(=O)N1CCN(Cc2nc3cc(NC(=O)CC(C)C)ccc3n2C(C)C)CC1	nt	-1%[59 µM]	-6%	-1%	-8%	-5%	1%	nt	-17%
CC(SC1=NCCN1S(=O)(=O)c1ccccc1)c1ccccc1 (configuration not stated)	7%	89%[activator]	1%	28%	-2%	30%	-3%	-20%	-17%
O=C(O)c1ccc2c(c1)-c1cc(C(=O)O)ccc1S2(=O)=O	51%[activator]	2%[59 µM]	1%	5%	30%	-39%	1%	-5%	6%
Cc1nn(C)cc1C(C)NC(=O)c1cc(COc2cccc3cnccc23)on1 (configuration not stated)	-16%	nt	-18%	29%	27%	-11%	1%	-10%	-21%
CCC(C)[C@H](NC(=O)N1CC(=O)Nc2ccccc21)C(=O)N1CCC[C@H]1C(=O)O (some centres not stated)	52%[activator]	3%	2%	3%	79µM*	-7%	1%	-18%	11%
COc1ccc(C(=O)NC2CC(C)(C)Cc3c2cnn3-c2ccccc2)cc1OC (configuration not stated)	41%[activator]	9%	?	-21%	22%	-24%	-2%	-5%	-1%
COC(=O)c1[nH]c2ccc(Cl)cc2c1NC(=O)Oc1ccccc1	-9%	?	72%[activator]	21%	36%[activator]	?	-2%	-16%	-12%
CC(C)(C)CC(C)(C)NC(=O)c1ccc2snnc2c1	2%	11%	?	-9%	0%	0%	-4%	-8%	-7%
O=C(O)C1CSCN1S(=O)(=O)c1cccc2nsnc12 (configuration not stated)	1%	?	1%	-1%	?	6%	0%	-4%	-7%

Some of the compounds tested, so the mix of outcomes need not match the whole.
